# Compound activity deposited in PubChem BioAssay by Broad Institute.
# KDM4C inh: inhibitors of GASC-1 (KDM4C) histone demethylase, primary screen, biochemical, single concentration HTS; Lysine-specific demethylase 4C (Homo sapiens), Q9H3R0; GST-KDM4C 2-372, H3K9me3 peptide, LANCE TR-FRET; inhibition, % at 12.5 µM; 0.15% of 96,000 active;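 active means mean replicate inhibition above about 25%, with at least 55% of replicates also reaching it, limit read from the data, passing the limit was not always enough; inconclusive means only one of those two conditions met; inactive means neither condition met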
# Target sequence (Q9H3R0 2-372 limits assumed): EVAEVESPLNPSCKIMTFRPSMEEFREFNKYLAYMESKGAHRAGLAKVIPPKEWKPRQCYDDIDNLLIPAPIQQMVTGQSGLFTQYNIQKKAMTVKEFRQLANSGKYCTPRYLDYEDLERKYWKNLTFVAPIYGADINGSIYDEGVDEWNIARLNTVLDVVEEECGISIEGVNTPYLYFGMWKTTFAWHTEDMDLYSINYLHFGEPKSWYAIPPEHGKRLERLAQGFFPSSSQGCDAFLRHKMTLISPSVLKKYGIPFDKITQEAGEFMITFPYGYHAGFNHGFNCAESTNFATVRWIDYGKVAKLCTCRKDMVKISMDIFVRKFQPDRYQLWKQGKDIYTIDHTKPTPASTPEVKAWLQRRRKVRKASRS
#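 Test system: N-terminal GST-fused human GASC-1 (KDM4C) fragment, residues 2-372; quantity: GASC-1 enzyme at 10 nM final in reaction; dosing: single dose; schedule: 30 min demethylation and 1 h detection at room temperature; signal: LANCE TR-FRET, excitation 340 nm, emissions 618 and 671 nm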
# Pf Dd2 growth: P. falciparum Dd2 growth inhibitors, primary screen, SYBR Green fluorescence, single dose replicates; 2.3% of 94,000 active; AID 1159554, 2015; activity change, % at 10 µM; 72 h; stronger effect = lower value; in the data active means activity change below about -80%; inconclusive means no clear call, values can overlap the other calls
# Tcruzi prolif: T. cruzi intracellular proliferation inhibitors, primary screen, cell-based, beta-gal Tulahuen parasites, NIH3T3 host, luminescence; 5.9% of 77,000 active; T. cruzi beta-gal in NIH3T3, GalScreen luminescence, 90 h; inhibition, % at 8.34 µM;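 active means mean inhibition above about 93%, with at least 55% of replicates each passing it, limit read from the data, passing the limit was not always enough; inconclusive means only one of those two conditions holds; inactive means neither condition holds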
# C diff growth: C. difficile growth inhibitors, primary screen, HTS. Clostridium difficile clinical isolate growth, OD600, 24 h; stronger effect = lower value. 0.25% of 86,000 active. AID 1259249, 2017. growth activity, negative = inhibition, % at 16 µg/mL (by protocol);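 active means mean growth activity at or below -80% and every replicate also at or below -80%; inconclusive means mean at or below -80% but some replicate above -80%; inactive means mean growth activity above -80%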;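 further: 0% = DMSO wells and -100% = levofloxacin 16 µg/mL wells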
# * hit, by the source's call; ? = inconclusive; . = no result given; & = joins results of further samples.
compound	KDM4C inh	Pf Dd2 growth	Tcruzi prolif	C diff growth
CCC(=O)Nc1ccc2c(c1)C(=O)N(C)[C@@H]1CC[C@@H](CC(=O)NCCOC)O[C@@H]1CO2	2.2	12	10	0
C[C@@H]1CN([C@@H](C)CO)C(=O)c2cc(NC(=O)Cn3cnnn3)ccc2O[C@H]1CN(C)Cc1ccc(C(=O)O)cc1	1.1	29	-30	.
O=C(C[C@@H]1C[C@@H]2c3cc(NC(=O)CC4CC4)ccc3O[C@@H]2[C@H](CO)O1)NCC1CC1	-1.2	21	-19	-5
C[C@@H]1CCCCO[C@@H](CN(C)C(=O)c2ccccc2)[C@H](C)CN([C@H](C)CO)C(=O)c2cc(NC(=O)Nc3ccccc3)ccc2O1	-3.7	-51	.	.
O=C(C1CCCC1)N1CC[C@@H]2[C@@H](CO)Nc3ccc(C#Cc4ccc(F)cc4)cc3[C@@H]21	2.7	-68	.	2
COC(=O)N(C)C[C@@H]1OCc2ccccc2-c2c(n(C)c3ccccc23)C(=O)N([C@H](C)CO)C[C@H]1C	-0.9	-30	-12	.
C[C@@H]1CN([C@H](C)CO)C(=O)c2cccc(NS(=O)(=O)c3ccccc3)c2O[C@@H]1CN(C)S(=O)(=O)c1ccc(F)cc1	1.4	22	2	-7
C[C@H]1CN([C@@H](C)CO)C(=O)c2cc(NC(=O)CCN3CCOCC3)ccc2O[C@H]1CN(C)Cc1ccc(Oc2ccccc2)cc1	-0.1	-7	45	-5
O=C(C1CCOCC1)N1C[C@H]2[C@@H](c3ccccc31)[C@@H](CO)N2Cc1ccc(Cl)cc1	-1.8	3	40	8
Cc1ccc(-c2ccc([C@@H]3[C@H](CO)N4CCCCN(C(=O)c5ccncc5)C[C@@H]34)cc2)cc1	0.5	3	44	11
C/C=C/c1ccc2c(c1)O[C@@H](CN(C)C(=O)NCCC)[C@H](C)CN([C@H](C)CO)S2(=O)=O	-1.5	-8	.	-5
C[C@H]1CN([C@@H](C)CO)C(=O)CCCn2nncc2CO[C@@H]1CN(C)Cc1ccc2cccnc2c1	.	-17	19	-3
COc1ccccc1-c1ccc2c(c1)[C@@H]1[C@@H](CCN1S(=O)(=O)c1cn(C)cn1)[C@@H](CO)N2	-1.1	-17	43	-2
Cc1ccc(-c2cnc3c(c2)C(=O)N([C@H](C)CO)C[C@H](C)[C@@H](CN(C)S(C)(=O)=O)O3)cc1	-0.1	35	.	-3
C/C=C/c1ccc([C@H]2[C@@H](CO)N(CC3CCCCC3)[C@H]2CNC(C)C)cc1	.	-68	.	40
CO[C@H]1CC[C@H]2CCN(C)C(=O)[C@H](C)N(C)C(=O)c3cccc(C#N)c3OC[C@H]1O2	2.1	.	-17	-11
Cc1noc(C)c1NC(=O)Nc1ccc2c(c1)C(=O)N([C@@H](C)CO)C[C@@H](C)[C@H](CN(C)Cc1ccc(Cl)c(Cl)c1)OCCCC[C@H](C)O2	-0.6	-47	50	15
Cc1ccc(S(=O)(=O)N(C)C[C@@H]2Oc3cc(-c4cccc(F)c4)ccc3S(=O)(=O)N([C@H](C)CO)C[C@H]2C)cc1	-1.5	-58	104*	8
O=C(C[C@H]1C[C@@H]2c3cc(NC(=O)Nc4ccccc4F)ccc3O[C@@H]2[C@H](CO)O1)NCc1ccncc1	-4.3	17	7	0
C[C@H](CO)N1C[C@H](C)[C@@H](CN(C)Cc2ccc(C(=O)Nc3ccccc3N)cc2)OCc2cnnn2CCCC1=O	0.0	-14	110*	-4
O=C(C[C@@H]1C=C[C@@H](NC(=O)Nc2cc(F)ccc2F)[C@@H](CO)O1)NCCCN1CCOCC1	0.1	4	-52	.
COc1cccc(-c2ccc([C@H]3[C@H]4CN(C(=O)c5ccc6c(c5)OCO6)CCCCN4[C@H]3CO)cc2)c1	-3.6	-47	76	5
COCC(=O)N1CC[C@@H]2[C@@H](CO)Nc3ccc(C#Cc4ccc(F)cc4)cc3[C@@H]21	-1.3	-10	.	0
COc1ccccc1C(=O)N1C[C@H]2[C@@H](c3ccccc31)[C@@H](CO)N2C(=O)C1CCCCC1	3.6	-3	-30	-4
CCCNC(=O)N1CC2(CN(C)C2)c2c([nH]c3cc(OC)ccc23)[C@@H]1CO	-0.4	12	.	-6
CCC(=O)N(C)C[C@H]1Oc2ncc(-c3ccc(C(=O)N(C)C)cc3)cc2C(=O)N([C@H](C)CO)C[C@H]1C	-1.0	13	-42	1
Cc1noc(C)c1S(=O)(=O)Nc1ccc2c(c1)C(=O)N([C@H](C)CO)C[C@H](C)[C@H](CN(C)C(=O)NC(C)C)O2	1.3	14	-178	-1
CC(=O)N1CCCCN2[C@H](CO)[C@@H](c3ccc(-c4cccc(C(=O)N(C)C)c4)cc3)[C@H]2C1	-0.3	33	15	-12
Cc1noc(C)c1NC(=O)N(C)C[C@H]1Oc2ncc(C#CC3CCCC3)cc2C(=O)N([C@H](C)CO)C[C@H]1C	0.4	5	76	2
COCCNC(=O)C[C@@H]1C[C@@H]2c3cc(N(C)C)ccc3O[C@@H]2[C@H](CO)O1	?	3	.	6
Cc1ccc(S(=O)(=O)Nc2ccc3c(c2)C(=O)N([C@@H](C)CO)C[C@H](C)[C@H](CN(C)CC2CCCCC2)OCCCC[C@@H](C)O3)cc1	-0.6	-38	-12	14
OC[C@@H]1[C@H](c2ccc(/C=C/c3ccccc3)cc2)[C@H]2CN(Cc3cccnc3)CCCCN12	-2.4	-74	48	13
O=C(Nc1ccc(Cl)c(Cl)c1)N[C@H]1CC[C@@H](CCNC(=O)c2ccc(F)cc2)O[C@H]1CO	-1.4	-24	81	.
COc1ccccc1-c1cnc2c(c1)C(=O)N([C@H](C)CO)C[C@H](C)[C@H](CN(C)Cc1cccnc1)O2	1.9	13	77	-4
CO[C@@H]1CC[C@H]2CCN(C)C(=O)[C@H](C)CN(C)C(=O)c3cc(C#N)ccc3OC[C@H]1O2	0.2	.	-7	14
O=C(C[C@@H]1CC[C@@H](NC(=O)Nc2ccccc2F)[C@H](CO)O1)NCc1ccc(Cl)cc1	-0.8	-1	24	12
N#C[C@@H]1[C@H](c2ccccc2C2=CCCCC2)[C@@H](CO)N1C(=O)NC1CCCCC1	-1.1	-47	.	-1
C[C@H](CO)N1C[C@H](C)[C@H](CN(C)Cc2ccc(-c3ccccc3)cc2)Oc2ncc(C#CCN(C)C)cc2C1=O	6.8	.	84	16
COc1ccccc1NC(=O)N[C@H]1C=C[C@H](CC(=O)N[C@@H](C)c2ccccc2)O[C@@H]1CO	-0.3	-14	13	.
CCCNC(=O)C[C@@H]1CC[C@H]2[C@@H](COC[C@H](O)CN2C(=O)Nc2c(C)noc2C)O1	-0.6	5	-26	-3
COCC#Cc1ccc2c(c1)O[C@H](CN(C)C(=O)Nc1ccc(OC)cc1)[C@@H](C)CN([C@@H](C)CO)S2(=O)=O	-3.3	9	-61	-1
C[C@@H]1CN([C@H](C)CO)C(=O)c2cccc(NC(=O)C3CCCCC3)c2O[C@@H]1CN(C)CC1CCCCC1	2.6	-30	28	-2
Cc1ccccc1-c1ccc([C@H]2[C@H]3CN(C(=O)c4cccnc4)CCCCN3[C@H]2CO)cc1	-0.1	25	36	-3
O=C(CCN1CCCCC1)N[C@H]1C=C[C@H](CC(=O)N2CCC(Cc3ccccc3)CC2)O[C@H]1CO	-2.0	-24	17	.
C/C=C/c1ccc([C@H]2[C@@H](CO)N3C(=O)CN(S(=O)(=O)c4ccccc4)C[C@H]23)cc1	8.2	-8	.	-3
C[C@@H]1CN([C@@H](C)CO)C(=O)c2cc(NC(=O)Nc3ccccc3)ccc2O[C@@H]1CN(C)Cc1ccc(Oc2ccccc2)cc1	-1.3	21	45	40
COc1ccc(-c2cnc3c(c2)C(=O)N([C@@H](C)CO)C[C@H](C)[C@@H](CN(C)C(=O)CN(C)C)O3)cc1	0.7	11	61	-1
C[C@H]1CN([C@@H](C)CO)C(=O)c2ccccc2-c2ccccc2CO[C@H]1CN(C)S(C)(=O)=O	0.5	44	-9	-1
O=C(C[C@H]1CC[C@@H]2NC[C@@H](O)COC[C@H]2O1)NCCN1CCCCC1	-1.7	1	-28	13&0
C[C@@H]1CN([C@@H](C)CO)C(=O)c2cccc(NC(=O)Nc3ccccc3)c2O[C@@H]1CN(C)C(=O)Nc1ccc2c(c1)OCO2	0.4	-85*	-3	.

# Another view of some results above:
canonical_smiles: CCC(=O)N(C)C[C@H]1Oc2ncc(-c3ccc(C(=O)N(C)C)cc3)cc2C(=O)N([C@H](C)CO)C[C@H]1C
  KDM4C inh: -1.0 | Pf Dd2 growth: 13 | Tcruzi prolif: -42 | C diff growth: 1
canonical_smiles: Cc1ccc(S(=O)(=O)Nc2ccc3c(c2)C(=O)N([C@@H](C)CO)C[C@H](C)[C@H](CN(C)CC2CCCCC2)OCCCC[C@@H](C)O3)cc1
  KDM4C inh: -0.6 | Pf Dd2 growth: -38 | Tcruzi prolif: -12 | C diff growth: 14
canonical_smiles: CC(=O)N1CCCCN2[C@H](CO)[C@@H](c3ccc(-c4cccc(C(=O)N(C)C)c4)cc3)[C@H]2C1
  KDM4C inh: -0.3 | Pf Dd2 growth: 33 | Tcruzi prolif: 15 | C diff growth: -12
canonical_smiles: C[C@@H]1CN([C@@H](C)CO)C(=O)c2cccc(NC(=O)Nc3ccccc3)c2O[C@@H]1CN(C)C(=O)Nc1ccc2c(c1)OCO2
  KDM4C inh: 0.4 | Pf Dd2 growth: -85* | Tcruzi prolif: -3 | C diff growth: .

# Going on with the list:
compound	KDM4C inh	Pf Dd2 growth	Tcruzi prolif	C diff growth
COCC(=O)N1C[C@@H]2[C@H](c3ccccc31)[C@H](CO)N2C(=O)C1CCOCC1	-3.3	-14	19	-2
Cc1ccc(S(=O)(=O)Nc2ccc3c(c2)CC(=O)N([C@@H](C)CO)C[C@@H](C)[C@H](CN(C)C(=O)Nc2ccc(C(F)(F)F)cc2)O3)cc1	0.1	-20	42	-6
COc1ccc(S(=O)(=O)Nc2ccc3c(c2)C(=O)N([C@H](C)CO)C[C@H](C)[C@@H](CN(C)C(=O)Nc2ccc(F)cc2)OCCCC[C@@H](C)O3)cc1	-2.1	-39	-1	-5
COc1ccc2c3c(n(C)c2c1)[C@H](CO)N(CC1CC1)CC31CCN(C(=O)c2ccc(F)cc2)CC1	-2.4	-72	.	4
COc1ccc2c3c(n(C)c2c1)[C@@H](CO)N(C(=O)Cc1ccccn1)CC31CN(CC2CC2)C1	-0.2	-39	.	5
C[C@@H]1CN([C@@H](C)CO)C(=O)Cc2cc(NS(=O)(=O)c3cn(C)cn3)ccc2O[C@H]1CN(C)CC1CC1	-0.1	10	-42	-2
COc1ccc(S(=O)(=O)Nc2ccc3c(c2)CC(=O)N([C@@H](C)CO)C[C@H](C)[C@@H](CN(C)Cc2ccccc2)O3)cc1	-0.5	-10	79	-2
C[C@@H]1CN([C@@H](C)CO)C(=O)c2cccc(NC(=O)Nc3cccc4ccccc34)c2O[C@H]1CN(C)C(=O)Nc1ccc2c(c1)OCO2	-1.1	-71	75	-1
C[C@@H]1CN([C@H](C)CO)C(=O)c2cccc(NC(=O)Nc3ccccc3)c2O[C@H]1CN(C)Cc1ccncc1	-1.1	-21	5	6
COc1ccc(S(=O)(=O)Nc2ccc3c(c2)C(=O)N([C@H](C)CO)C[C@H](C)[C@@H](CN(C)S(=O)(=O)c2ccc(C)cc2)OCCCC[C@H](C)O3)cc1	0.7	-71	.	.
C[C@@H]1CCCCO[C@@H](CN(C)C)[C@H](C)CN([C@H](C)CO)C(=O)c2cc(NC(=O)Nc3ccc(F)cc3)ccc2O1	12	36	20	5
O=C(N[C@@H]1CC[C@@H](CCNS(=O)(=O)c2ccc(F)cc2)O[C@H]1CO)c1cccc(F)c1	0.7	.	.	-1
COc1cccc(NC(=O)Nc2ccc3c(c2)OC[C@H](C)NC[C@@H](C)[C@H](OC)CN(C)C3=O)c1	-0.5	-18	-8	-3
CO[C@H]1CN(C)C(=O)c2ccc(NC(=O)Nc3ccc(Cl)cc3)cc2OC[C@H](C)N(C(=O)Nc2c(C)noc2C)C[C@@H]1C	-3.6	-11	.	8
CNC[C@H]1[C@@H](c2ccccc2)[C@@H](CO)N1C(=O)Nc1cccc(OC)c1	-5.0	-7	33	3
O=C(C[C@H]1CC[C@H](NC(=O)CCN2CCCCC2)[C@@H](CO)O1)Nc1nccs1	0.2	-10	-61	.
CCS(=O)(=O)Nc1ccc2c(c1)C(=O)N(C)[C@H]1CC[C@@H](CC(=O)N3CCN(C)CC3)O[C@@H]1CO2	1.6	16	49	-12
CC(C)C#Cc1ccc([C@H]2[C@H]3CN(C(=O)c4ccc(F)cc4)CCCCN3[C@H]2CO)cc1	0.1	11	82	33
C[C@@H]1CN([C@H](C)CO)S(=O)(=O)c2ccc(C#CC3(O)CCCC3)cc2O[C@H]1CN(C)C(=O)c1ccccc1	2.3	-66	23	-9
